# Compound activity deposited in PubChem BioAssay by Broad Institute.
# E-selectin induc – E-selectin induction in HUVECs, primary screen, imaging, HUVEC, immunofluorescence imaging, single point | 260,000 tested, 0.37% active | normalized: neutral wells 0, TNF-alpha wells 100 | activation, % at 7.58 µM | AID 686992, 2013;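 active = mean E-selectin-positive cell signal at least 10% of the positive control, reached in at least 60% of replicates, without over 20% cell loss; inconclusive = no rule given, readout overlaps actives, possibly toxicity-flagged; inactive = the rest, including those meeting only one limit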;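 also: in these data hits start at about 27%; measured in HUVEC primary endothelial cells; signal is the percent of cells scored E-selectin positive by PE staining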
# Target sequence (P16581 whole entry, looked up): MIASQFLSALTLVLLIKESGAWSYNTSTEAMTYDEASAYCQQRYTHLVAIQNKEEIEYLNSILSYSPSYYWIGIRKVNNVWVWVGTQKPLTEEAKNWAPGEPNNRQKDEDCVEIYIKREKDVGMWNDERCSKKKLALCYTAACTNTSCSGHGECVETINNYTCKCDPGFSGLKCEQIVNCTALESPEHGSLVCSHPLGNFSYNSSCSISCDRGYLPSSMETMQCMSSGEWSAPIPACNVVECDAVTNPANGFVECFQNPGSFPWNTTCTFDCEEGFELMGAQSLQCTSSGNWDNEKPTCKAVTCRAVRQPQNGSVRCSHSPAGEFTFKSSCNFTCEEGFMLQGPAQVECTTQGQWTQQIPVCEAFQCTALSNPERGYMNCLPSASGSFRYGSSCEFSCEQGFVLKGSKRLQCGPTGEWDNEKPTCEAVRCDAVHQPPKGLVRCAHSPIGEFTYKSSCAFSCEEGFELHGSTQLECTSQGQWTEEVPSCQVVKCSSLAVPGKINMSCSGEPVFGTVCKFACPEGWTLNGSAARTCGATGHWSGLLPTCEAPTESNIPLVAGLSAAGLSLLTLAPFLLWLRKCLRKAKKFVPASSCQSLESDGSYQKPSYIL
#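 Read-out basis: % PE-positive cells; Test system: HUVEC primary endothelial cells; Technique: immunofluorescence imaging; Dosing: single-point compound dose.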
# C2C12 statin – suppressors of statin myotoxicity in C2C12 myotubes, primary screen, cell-based, single point, plate reader | C2C12 myotubes + simvastatin, ATP luminescence, 48 h; scaled: DMSO 0, geranylgeraniol control 100 | rescue of ATP level, % at 7.49 µM | 330,000 tested, 0.78% active | AID 602340, 2012;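 active = mean ATP rescue above about 67%, or every replicate alone reaching that limit, limit read from the data, passing the limit was not always enough; inconclusive = no clear call, values can overlap the other calls; inactive = mean under the limit and some replicate under it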;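 also: myotubes were challenged with 10 µM simvastatin during compound exposure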
# DENV2 CPE rescue – inhibitors of DENV2 cytopathic effect, primary screen, cell-based, plate reader, single concentration; DENV2-infected cells, cytopathic effect rescue; CPE inhibition, % at 9.99 µM; 350,000 tested, 1.7% active; in the data active = CPE inhibition above about 20%, passing the limit was not always enough; inconclusive = no clear call, values can overlap the other calls; tested in BHK-21 cells;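 also: 0% = median of neutral control wells and 100% = median of positive control wells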
# S100A4 MyoIIA – inhibitors of S100A4-myosin IIA peptide binding, primary screen, biochemical, fluorescence polarization, TAMRA-MyoIIA peptide; Protein S100-A4 (Homo sapiens), P26447; inhibition, % at 10.7 µM; 360,000 tested, 0.14% active; AID 652163, 2013;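 active = mean inhibition of at least 70% across replicates, with every replicate also reaching that level; inconclusive = mean inhibition reaches 70% but some replicates fall short; inactive = mean inhibition below 70%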
# Target sequence (P26447 whole entry, looked up): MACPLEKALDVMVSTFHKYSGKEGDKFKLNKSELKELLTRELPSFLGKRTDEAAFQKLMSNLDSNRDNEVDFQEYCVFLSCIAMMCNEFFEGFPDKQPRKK
#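 Assay system: human S100A4 monomer with TAMRA-labelled myosin IIA peptide / Buffer or medium: Calcium-containing HEPES buffer, pH 7.2 / Reagent: TAMRA-labelled myosin IIA heavy-chain peptide probe, 5 nM / Compound: one dose per compound / Timing: polarization read 5 min after assay mix addition, stable 5–60 min / Benchmarks: neutral control DMSO, positive control TFP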
# PglD DTNB – C. jejuni PglD acetyltransferase inhibitors, primary screen, biochemical, DTNB colorimetric, single point; UDP-N-acetylbacillosamine N-acetyltransferase PglD (Campylobacter jejuni); purified PglD enzyme, DTNB colorimetric CoA detection; inhibition, % at 12.5 µM; 360,000 tested, 0.098% active; AID 602405, 2012; in the data active = inhibition above about 16%, passing the limit was not always enough; inconclusive = no clear call, values can overlap the other calls; also: strong numbers were not always called active
# SIRT5 block – SIRT5 desuccinylase inhibitors, primary screen, biochemical, fluorescence imaging, single point, set 5. AID 652115, 2013. 330,000 tested, 1.1% active. Purified SirT5, succinyl-peptide AMC, trypsin-coupled fluorescence. inhibition, % at 15 µM; in the data active = inhibition above about 15%; inconclusive = no clear call, values can overlap the other calls
# Target sequence (Q9NXA8 whole entry, looked up): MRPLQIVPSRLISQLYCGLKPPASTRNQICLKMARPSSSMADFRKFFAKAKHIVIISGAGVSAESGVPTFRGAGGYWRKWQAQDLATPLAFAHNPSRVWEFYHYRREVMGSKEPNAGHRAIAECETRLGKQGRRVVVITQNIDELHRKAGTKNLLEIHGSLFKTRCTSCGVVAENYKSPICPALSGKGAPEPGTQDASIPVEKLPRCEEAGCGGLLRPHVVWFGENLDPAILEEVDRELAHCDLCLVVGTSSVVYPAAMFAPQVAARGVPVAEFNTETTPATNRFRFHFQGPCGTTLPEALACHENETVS
# ERp5 block – inhibitors of ERp5-driven insulin aggregation, primary screen, biochemical, turbidity, absorbance 650 nm, single point. Protein disulfide-isomerase A6 (Homo sapiens), Q15084. 90 min. inhibition, % at 9.99 µM. 350,000 tested, 0.05% active. AID 651711, 2012;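 active = mean replicate inhibition above about 25%, with every replicate also reaching it, limit read from the data, passing the limit was not always enough; inconclusive = only one of those two criteria met; inactive = neither criterion met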
# Starred values were filed as active, the others as inactive; ? = inconclusive; / = not tested or not shown.
# Values run as follows: E-selectin induc | C2C12 statin | DENV2 CPE rescue | S100A4 MyoIIA | PglD DTNB | SIRT5 block | ERp5 block
(1) Cc1cccc(OCC(=O)N2CCC3(CC2)CC(=O)c2ccccc2O3)c1
→ -0.3 | 6 | 15 | 6 | -1 | -6 | 5
(2) Cc1nc(N/N=C/c2ccc(O)cc2)c2cnn(-c3ccccc3)c2n1
→ 0.8 | / | -1 | -1 | / | 6 | -3
(3) CCOC1CCCc2oc(-c3ccc(N(C)C)cc3)c(C(=O)OC)c21 (stereo not given)
→ 1.4 | / | -5 | -2 | / | -3 | 0
(4) COCC(C)n1c(C)cc(C(=O)CSc2ncccn2)c1C (stereo not given)
→ 1.7 | / | / | -5 | / | / | 3
(5) Cc1cc(=O)n2nc(N3CCC(C(=O)Nc4c(F)c(F)c(F)c(F)c4F)CC3)sc2n1
→ 0.3 | -1 | 14 | -3 | 5 | 4 | -17
(6) CN1[C@@H]2c3cccc(=O)n3C[C@H]1[C@H](CO)[C@H]2C(=O)NCC1CCCCC1
→ -0.1 | -2 | -1 | 0 | 3 | 5 | -1
(7) COC(=O)[C@]12C[C@H](CC(=O)N3CCSCC3)C(=O)N(CCC3=CCCCC3)C1=C[C@H](C(C)(C)C)O[C@@H]2C
→ -0.2 | / | -3 | 4 | / | / | 1
(8) O=C1NC(=O)/C(=C\c2ccccc2OCc2ccccc2)S1
→ / | -7 | / | 5 | -9 | 1 | -6
(9) S=c1[nH]nc(COc2ccc(Cl)cc2)n1-c1ccc(Cl)cc1
→ / | 17 | -3 | 2 | -4 | -1 | -2
(10) Cc1cc(-c2ccc(S(=O)(=O)NCc3ccc(F)cc3)cc2)on1
→ / | 7 | 1 | -1 | -7 | -4 | 5
(11) O=C(C[C@H]1CC[C@H]2[C@@H](COC[C@@H](O)CN2Cc2ccc3c(c2)OCO3)O1)N1CCOCC1
→ -0.1 | -4 | 2 | -2 | -4 | -2 | -1
(12) C[C@@H]1CN([C@H](C)CO)C(=O)Cc2cc(NC(=O)Nc3ccc(C(F)(F)F)cc3)ccc2O[C@@H]1CN(C)Cc1ccccc1
→ 0.0 | -60 | 5 | -1 | -1 | 4 | -2
(13) O=C(Nc1nc2c(s1)CCCC2)c1cccc(S(=O)(=O)N2CCCc3ccccc32)c1
→ -1.0 | / | 10 | 0 | / | -1 | -10
(14) CC(C)NC(=S)N/N=C/c1sc(N2CCCCC2)nc1-c1cccs1
→ 0.3 | 9 | 7 | -33 | 0 | 5 | 3
(15) Cc1ccc(N2CC(NC(=O)N3CCN(C(=O)c4ccco4)CC3)CC2=O)cc1 (stereo not given)
→ 4.1 | 6 | 0 | 7 | -3 | -1 | -1
(16) COC(=O)c1ccc(OC(=O)CCN2C(=O)C3C4c5ccccc5C(c5ccccc54)C3C2=O)cc1 (stereo not given)
→ / | / | -4 | -9 | -3 | / | -8
(17) O=C(CSCc1ccccc1F)NCc1ccccc1
→ 2.9 | 3 | 1 | -1 | 0 | 2 | 3
(18) CC(C)(C)OC(=O)N1CCCC(C(=O)Nc2cccc(C(=O)N3CCOCC3)c2)C1 (stereo not given)
→ 0.3 | 4 | -9 | -3 | 4 | -4 | 7
(19) CCOC(=O)c1ccc(N=Cc2nc3ccccc3n2C)cc1
→ / | 12 | -4 | 4 | -3 | -1 | 2
(20) O=[N+]([O-])c1ccc(Sc2cccc3cccnc23)c([N+](=O)[O-])c1
→ / | 73* | / | -4 | -7 | -6 | 5
(21) COC(=O)C[C@H]1CC[C@H]2[C@@H](COc3ccc(NC(=O)c4cccs4)cc3C(=O)N2C)O1
→ 0.0 | / | -2 | 10 | / | -2 | 1
(22) C[C@@H]1CN([C@@H](C)CO)C(=O)c2cc(NC(=O)Nc3ccccc3)ccc2O[C@@H]1CN(C)Cc1ccc(-c2ccccc2)cc1
→ -0.2 | -35 | -27 | 5 | 5 | 5 | 3
(23) CC1CCC(NC(=O)CCN2C(=O)C3C4C=CC(C4)C3C2=O)CC1 (stereo not given)
→ 177* | -3 | -2 | 11 | 0 | -2 | 1
(24) Cc1csc(SCCn2c(N3CCOCC3)nc3c2c(=O)[nH]c(=O)n3C)n1
→ / | -3 | / | 1 | 0 | / | 0
(25) CCN1C(=O)C(CC(=O)Nc2c(C)cccc2C)Nc2cc(S(=O)(=O)N(C)C)ccc21 (stereo not given)
→ -0.6 | 0 | -2 | 0 | / | 2 | 4
(26) CCOc1cc(C2C3=C(CC(C)(C)CC3=O)N(CCCOC)C3=C2C(=O)CC(C)(C)C3)ccc1O
→ / | 9 | 1 | -10 | -11 | 4 | 2
(27) Cc1ccccc1OCCC(=O)N1CCN(S(=O)(=O)c2ccc(F)cc2)CC1
→ 4.4 | 1 | -6 | -1 | -5 | -2 | 3
(28) COC1=CC(=O)OC(c2cccc(C(F)(F)F)c2)C1 (stereo not given)
→ 1.0 | / | -8 | -4 | / | -1 | 1
(29) O=C(COC(=O)c1cc(Cl)ccc1O)NCCNC(=O)COC(=O)c1cc(Cl)ccc1O
→ / | 9 | 14 | -13 | -3 | -5 | 6
(30) CN1[C@@H]2Cn3c(ccc(-c4ccc(F)cc4)c3=O)[C@H]1[C@@H](C(=O)NC1CCCCC1)[C@@H]2CO
→ -0.1 | -1 | 5 | -9 | -1 | 2 | -8
(31) CCOc1ccccc1NC(=O)C1=C(C)NC(=O)NC1c1cccs1 (stereo not given)
→ / | / | -5 | 3 | / | 0 | -2
(32) CSc1cccc(NC(=O)CN(C)S(=O)(=O)c2ccccc2)c1
→ / | 7 | 3 | -5 | 2 | 2 | -8
(33) Cc1c(O)ccc2c(=O)c(-c3nncn3-c3ccccc3)coc12
→ / | / | 2 | -1 | / | 2 | -4
(34) O=S(=O)(c1ccc2c(c1)CCCN2)N1CCCC1
→ -1.0 | 1 | -7 | -5 | -2 | 2 | 1
(35) CO/N=C/C1C(=O)NN=C1c1ccccc1 (stereo not given)
→ / | / | -2 | -15 | / | -5 | 1
(36) O=c1[nH]cc(I)cc1I
→ 0.3 | -4 | 7 | -3 | -1 | -3 | 0
(37) O=c1cc(-c2ccccc2)ss1
→ / | -2 | -4 | -19 | -2 | -2 | -3
(38) COC(=O)C1=C(CCc2ccccc2)NC(=O)NC1c1ccc(Br)cc1 (stereo not given)
→ 0.0 | 4 | 4 | -7 | 1 | -2 | 1
(39) CC(C)(C)C(=O)Nc1nc2cc3c(cc2s1)OCO3
→ -0.7 | -3 | -1 | 4 | / | 9 | 2
(40) CCc1ccc(N2CN=c3s/c(=C\c4ccccc4)c(=O)n3C2)cc1
→ / | / | 4 | -3 | -7 | -5 | /
(41) CCCCNC(=O)c1cc2nc(-c3ccc(OC)cc3)cc(C(F)(F)F)n2n1
→ 0.0 | 4 | -8 | 1 | -5 | / | 2
(42) CNC(=O)C[C@@H]1CC[C@@H]2[C@@H](COc3ccc(NC(=O)c4ccc(F)cc4)cc3C(=O)N2C)O1
→ -0.1 | 10 | -2 | 6 | 0 | 2 | 15
(43) COCCN(C(=O)CSc1nnc2cc(C)c3ccccc3n12)c1c(N)n(Cc2ccccc2)c(=O)[nH]c1=O
→ 0.7 | / | 1 | -7 | / | 0 | 12
(44) COC(=O)c1cccc(NC(=O)c2cc3ccccc3o2)c1
→ / | -13 | 9 | -5 | 1 | 13 | 3
(45) CCC(CC)C(=O)N(C)c1c(C)nc2c(OCc3ccc(F)c(F)c3)cccn12
→ 0.2 | -1 | ? | -2 | -5 | 2 | -1

# 3 compounds from above, sorted by molecular weight, rising.
# Values run as follows: E-selectin induc | C2C12 statin | DENV2 CPE rescue | S100A4 MyoIIA | PglD DTNB | SIRT5 block | ERp5 block
(8) O=C1NC(=O)/C(=C\c2ccccc2OCc2ccccc2)S1
→ / | -7 | / | 5 | -9 | 1 | -6
(24) Cc1csc(SCCn2c(N3CCOCC3)nc3c2c(=O)[nH]c(=O)n3C)n1
→ / | -3 | / | 1 | 0 | / | 0
(7) COC(=O)[C@]12C[C@H](CC(=O)N3CCSCC3)C(=O)N(CCC3=CCCCC3)C1=C[C@H](C(C)(C)C)O[C@@H]2C
→ -0.2 | / | -3 | 4 | / | / | 1

# Fetched by structure from the list above, 5 records:
# Values run as follows: E-selectin induc | C2C12 statin | DENV2 CPE rescue | S100A4 MyoIIA | PglD DTNB | SIRT5 block | ERp5 block
(16) COC(=O)c1ccc(OC(=O)CCN2C(=O)C3C4c5ccccc5C(c5ccccc54)C3C2=O)cc1 (stereo not given)
→ / | / | -4 | -9 | -3 | / | -8
(29) O=C(COC(=O)c1cc(Cl)ccc1O)NCCNC(=O)COC(=O)c1cc(Cl)ccc1O
→ / | 9 | 14 | -13 | -3 | -5 | 6
(19) CCOC(=O)c1ccc(N=Cc2nc3ccccc3n2C)cc1
→ / | 12 | -4 | 4 | -3 | -1 | 2
(28) COC1=CC(=O)OC(c2cccc(C(F)(F)F)c2)C1 (stereo not given)
→ 1.0 | / | -8 | -4 | / | -1 | 1
(17) O=C(CSCc1ccccc1F)NCc1ccccc1
→ 2.9 | 3 | 1 | -1 | 0 | 2 | 3

# The results go on.
# Values run as follows: E-selectin induc | C2C12 statin | DENV2 CPE rescue | S100A4 MyoIIA | PglD DTNB | SIRT5 block | ERp5 block
(46) CN1C(=O)c2cc(NS(=O)(=O)c3cccc(F)c3)ccc2OC[C@@H]2O[C@H](CC(=O)NCCN3CCCCC3)CC[C@H]21
→ 0.4 | 12 | -4 | / | -1 | -3 | 5
(47) COc1ccc(COC(=O)CNC(=O)C2CCCCC2)cc1F
→ -0.1 | / | 6 | 0 | / | / | 1
(48) O=C(COc1ccccc1)Nc1cccc(-c2nn[nH]n2)c1
→ 1.3 | -2 | 10 | 30 | 7 | 1 | -4
(49) Cc1onc(-c2ccccc2Cl)c1C(=O)N1CCN(Cc2ccc3c(c2)OCO3)CC1
→ / | 9 | / | 0 | 0 | -1 | 1
(50) COc1cccc(CNC(=O)CCS(=O)(=O)c2ccccc2Cl)c1
→ 1.8 | 4 | 3 | -4 | 7 | -1 | -8
(51) COc1cc(N(Cc2ccccc2)Cc2ccccc2)c2ncn(C(C)C)c2c1
→ 0.0 | 9 | -14 | 2 | 7 | / | -1
(52) COc1ccc(-c2cc(N)n(S(=O)(=O)c3ccc(C)cc3)n2)c(OC)c1
→ 0.8 | 21 | 22* | -3 | / | -3 | 0
(53) COc1ccc(S(=O)(=O)Nc2ccc3c(c2)C(=O)N([C@@H](C)CO)C[C@@H](C)[C@H](CN(C)C(=O)Nc2ccc(C(F)(F)F)cc2)O3)cc1
→ 7.7 | / | -3 | -9 | -3 | 6 | /
(54) CCOc1cc(C2c3c(oc4ccccc4c3=O)C(=O)N2c2nccs2)ccc1O (stereo not given)
→ -0.3 | 43 | 0 | 2 | / | -4 | 0
(55) CC(C)(C)OC(=O)N1CCC(NC(=O)c2[nH]cnc2C(=O)Nc2ccon2)CC1
→ 1.1 | -2 | 4 | 1 | 7 | -3 | 8
(56) Cc1ccc(S(=O)(=O)NCC2CCC(C(=O)NC3CCCCC3)CC2)cc1 (stereo not given)
→ / | -9 | 2 | -4 | 2 | -4 | 0
(57) C=CCc1cccc(C=Nc2c[nH]c(=O)[nH]c2=O)c1O
→ / | 13 | -3 | -10 | 6 | -4 | 0

# These rows are one share of the data; rates above refer to the full screens.
